Compound activity deposited in PubChem by several laboratories.
ABHD4 inh: inhibits mouse alpha/beta hydrolase domain 4 | Q8VD66 | purified mABHD4, FP-Rh probe fluorescence polarization | inhibition, % at 8.92 µM | 370,000 tested, 0.54% active | AID 720543;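 active = inhibition exceeding the mean over every tested compound plus 3 SD, cut at about 30% in these data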;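 note: 0% = plate median of compound wells and 100% = S159A mutant with DMSO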
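Test system: mouse ABHD4 enzyme, wild type. Reagent: FP-Rh fluorescent activity-based probe, added after compound pre-incubation. Timing: pre-incubation 45 min, probe exposure 60 min, at 25 °C. Technique: FP readout, ex 525 nm / em 598 nm. Benchmarks: high control S159A mutant with DMSO, low control median of compound wells.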
GC-A act: GC-A (human) enzyme activation; P16066; HEK293 GC-A cells, cGMP TR-FRET, EC30 ANP; 0% at EC30 ANP, 100% saturating ANP; activation, % at 10 µM; 370,000 tested, 0.14% active; AID 1671463; in the data active = activation above about 40%
HTRA1 inh: inhibitors of human serine peptidase HTRA1 | recombinant HTRA1, FP-rhodamine activity-based probe, fluorescence polarization | AID 504803 | Q92743 | 340,000 tested, 0.5% active | inhibition, % at 5.96 µM; in the data active = inhibition above about 36%;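 note: 0% = enzyme with DMSO and 100% = wells lacking enzyme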
Target sequence (Q92743 whole entry, looked up): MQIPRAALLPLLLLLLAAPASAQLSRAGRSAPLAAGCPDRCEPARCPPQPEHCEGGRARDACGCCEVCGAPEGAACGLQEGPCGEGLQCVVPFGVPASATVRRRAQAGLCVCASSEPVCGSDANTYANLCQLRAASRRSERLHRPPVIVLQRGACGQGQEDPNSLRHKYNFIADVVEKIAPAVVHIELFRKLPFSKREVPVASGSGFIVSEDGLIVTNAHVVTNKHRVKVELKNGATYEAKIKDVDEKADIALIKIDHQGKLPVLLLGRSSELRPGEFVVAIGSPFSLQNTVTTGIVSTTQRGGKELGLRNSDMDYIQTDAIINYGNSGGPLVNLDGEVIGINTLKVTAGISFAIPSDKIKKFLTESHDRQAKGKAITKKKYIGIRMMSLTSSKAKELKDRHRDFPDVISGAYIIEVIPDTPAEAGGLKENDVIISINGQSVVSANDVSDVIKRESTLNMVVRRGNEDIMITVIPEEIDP
NR1D1 modulator: modulators of human Rev-erb alpha DNA binding. Rev-erbα–FITC-DNA binding, fluorescence polarization, 90 min. activity, % at 10 µM. P20393. 370,000 tested, 0.79% active;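 active = activity above about 14%, limit read from the data; passing the limit was not always enough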;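 note: 0% = DMSO wells with 35 nM protein and 100% = DMSO wells with 750 nM protein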
rCAG RNA binder: binds r(CAG) RNA repeats; AID 651821; r(CAG) RNA repeat, TO-PRO-1 dye displacement fluorescence; inhibition, % at 3 µM; 370,000 tested, 1.3% active;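 active = inhibition above the plate cutoff, the mean of all test compounds on that plate plus 3 SD, cut at about 35% in these data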;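 note: 0% = DMSO alone and 100% = 100 µM mitoxantrone as full dye displacement; higher means more dye released from RNA so lower well fluorescence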
ARFGAP1 inh: inhibitors of rat ARFGAP1; Arfgap1-stimulated ARF1 GTP hydrolysis, GDP FP detection; 360,000 tested, 0.26% active; inhibition, % at 16.5 µM; Q62848;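 active = inhibition above a per-plate limit, mean inhibition of low control wells plus 3 SD, cut at about 25% in these data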;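 note: 0% = DMSO wells with enzyme and 100% = wells lacking Arfgap1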
Target sequence (Q62848 1-136 limits assumed): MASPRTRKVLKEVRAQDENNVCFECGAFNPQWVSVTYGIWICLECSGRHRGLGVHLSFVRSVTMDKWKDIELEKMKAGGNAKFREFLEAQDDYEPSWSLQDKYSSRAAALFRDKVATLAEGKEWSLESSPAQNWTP
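Assay system: purified rat His6-Arfgap1 residues 1-136 (GAP domain); Reagent: human Δ17 ARF1 bound to GTP; Dosing: 16.5 µM single point, 1.26% DMSO; Times: GTP hydrolysis reaction 2 h at 25 °C; Signal: FP, GDP Alexa 633 tracer displaced from anti-GDP antibody, 620/688 nm; Measure: % inhibition from polarization.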
GC-B act: GC-B (human) receptor activation; P20594; HEK293-GC-B cells, CNP EC30, cGMP TR-FRET; 0% at EC30 CNP, 100% saturating CNP; activation, % at 10 µM; 370,000 tested, 0.11% active;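 active = activation at 10 µM reaching about 35% in either raw or pattern-adjusted values, limit read from the data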
PG9 Ab binder: small molecules binding HIV-1 gp120 antibody PG9 | inhibition, % at 6.7 µM | 360,000 tested, 0.43% active | TR-FRET gp120-PG9 antibody binding; in the data active = inhibition above about 8.5%
ASAP1 GAP inh: inhibitors of human ASAP1 ArfGAP activity; Q9ULH1; ASAP1-stimulated ARF1 GTP hydrolysis, GDP FP detection; inhibition, % at 16.5 µM; 360,000 tested, 0.19% active; AID 624377; in the data active = inhibition above about 25%;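 note: 0% = vehicle with enzyme and substrate and 100% = no enzyme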
Target sequence (Q9ULH1 325-724 limits assumed): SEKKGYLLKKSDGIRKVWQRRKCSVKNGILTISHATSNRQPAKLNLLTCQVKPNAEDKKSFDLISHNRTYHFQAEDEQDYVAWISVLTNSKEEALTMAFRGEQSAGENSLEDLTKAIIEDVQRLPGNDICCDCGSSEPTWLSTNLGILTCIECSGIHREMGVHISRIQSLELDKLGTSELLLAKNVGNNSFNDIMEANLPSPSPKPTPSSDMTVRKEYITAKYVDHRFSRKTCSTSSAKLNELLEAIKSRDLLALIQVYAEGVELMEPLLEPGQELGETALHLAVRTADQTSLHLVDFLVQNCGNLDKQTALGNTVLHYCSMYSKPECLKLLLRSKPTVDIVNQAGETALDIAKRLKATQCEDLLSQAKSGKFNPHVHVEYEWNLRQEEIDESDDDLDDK
SMARCA2 act: increases SMARCA2 function in MMTV reporter cells | 370,000 tested, 1% active | activation, % at 9.1 µM | AID 652017 | MG213 cells, MMTV-luciferase reporter, dexamethasone, overnight; in the data active = activation above about 7.8%;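 note: 0% = vehicle wells and 100% = reference activator wells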
The depositor's hits bear a star; · = not tested or not shown.

SMILES	ABHD4 inh	GC-A act	HTRA1 inh	NR1D1 modulator	rCAG RNA binder	ARFGAP1 inh	GC-B act	PG9 Ab binder	ASAP1 GAP inh	SMARCA2 act
O=C(NCC1c2ccccc2CCN1C(=O)CN1C(=O)c2ccccc2C1=O)C1CCCCC1 (stereo unspecified)	-2	3	2	1	0	-4	2	0.7	6	0
COc1ccc(NC(=O)Cn2nnc(C(=O)NCc3ccco3)c2N)c(OC)c1	1	-6	-1	3	-1	8	-1	-0.8	4	-6
CCCn1nc(NC(=O)CC)c2cc3cccc(C)c3nc21	-8	-5	-3	10	-2	5	-2	-1.9	5	-5
CCC(C)[C@H](NC(=O)N1CCCC1)C(=O)OC (stereo partly specified)	-3	2	6	7	2	-7	7	-1.6	-9	0
O=C(Nc1cc([N+](=O)[O-])ccc1C(=O)NCCN1CCOCC1)c1ccccc1	13	-3	0	-2	5	10	-3	-2.0	-5	-1
COc1ccc(NC(=S)NCc2ccc(F)cc2)cc1	1	9	3	-6	-1	5	1	-1.6	13	-1
COc1ccc2c(c1)C(=O)CC(c1ccc(OC)c(OC)c1)O2 (stereo unspecified)	7	8	-3	-2	-2	-9	1	-0.7	8	-5
O=C(c1ccco1)N1CCN(C(=O)C2CCCN(S(=O)(=O)Cc3ccccc3)C2)CC1 (stereo unspecified)	-1	1	2	-5	2	8	13	-1.1	2	3
NC(=O)CN1C(=O)NC2(CCCc3ccccc32)C1=O (stereo unspecified)	-10	-1	-2	2	3	2	0	-3.0	25*	0
COc1ccccc1N1CCN(CCCCCCOc2ccc(F)cc2)CC1	5	2	-1	-2	-1	15	-2	-9.6	0	-3
CC1(C)CC(=O)C(C=NCCc2ccc(O)cc2)=C(O)C1	3	0	2	-1	-1	4	4	-1.8	-21	-1
Cc1cccc(-n2cc(CN3CCN(c4ccccn4)CC3)c(-c3cccc(F)c3)n2)c1	-10	0	-72	2	1	-2	-1	0.9	-7	-3
CCC(=O)c1ccc(OCC(O)CN2CCN(S(=O)(=O)c3ccc(NC(C)=O)cc3)CC2)cc1 (stereo unspecified)	-4	-3	4	0	0	10	7	-3.1	12	-2
CC1(C(=O)N(CC(=O)NC2CCCC2)Cc2ccc(Cl)cc2)CC(=O)N=C2C=CC=CN21 (stereo unspecified)	-3	2	1	-6	-1	-14	2	-0.4	2	-1
CC(C(=O)N1CCOCC1)c1ccccc1 (stereo unspecified)	6	0	0	2	-1	-7	0	-0.6	0	0
C[C@@H]1CCC2[C@](C)(CO)[C@@H](O)CC[C@]2(C)[C@@]12CC[C@@](CO)(CC(=O)O)O2 (stereo partly specified)	1	3	1	1	0	23	-1	1.1	-10	-4
CCOC(=O)c1c(Cl)c(C)nn1-c1nc(OC)cc(OC)n1	3	1	1	-1	-3	5	0	-1.2	-7	-2
O=C1Nc2ccc(S(=O)(=O)NCC3CCCO3)c3cccc1c23 (stereo unspecified)	-2	-2	-2	7	6	-1	-2	0.6	-3	-3
COc1ccc(C(=O)c2ccc(CC#N)s2)cc1	-5	-2	-3	6	6	0	-7	-0.5	-8	1
CCCCC[C@H](C)N1C[C@@H](COCc2ccccc2)Oc2cc(N3CC[C@@H](O)C3)ccc2S1(=O)=O	-19	-1	·	-2	7	0	8	-2.1	0	-5
COc1cccc(-c2cc(CNC(=O)[C@H]3O[C@@H](n4ccc(N)nc4=O)[C@H](O)[C@@H]3O)no2)c1	1	-2	·	8	1	-9	6	-0.8	0	1
CCOc1ccc(-n2c(-c3ccc(Cl)cc3)c[n+]3c2SCC3)cc1	-3	7	-2	-6	5	15	2	1.7	2	-5
COC(=O)Cn1c(=NC(=O)c2nc3ccccc3s2)sc2cc(S(C)(=O)=O)ccc21	7	11	·	78*	2	10	2	-1.6	12	2
COc1ccc(CNC(=O)C(c2ccncc2)N(C(=O)Cc2cccs2)c2ccc(C)cc2)cc1 (stereo unspecified)	-3	-20	-20	-1	-4	13	-5	-1.2	1	4
O=C(/C=C/c1ccc2ccccc2n1)N1CCN(S(=O)(=O)c2ccc(F)cc2)CC1	-7	-4	-7	1	6	-15	-16	0.1	-3	-3
O=C(Nc1ccc(S(=O)(=O)NCc2ccccc2)cc1)C1CCCCC1	-4	0	-12	2	-2	17	6	-2.1	5	-2
CCOC(=O)C1(Cc2ccc(Cl)cc2)CCN(C(C)Cc2ccc(O)c(OC)c2)CC1 (stereo unspecified)	-3	-25	2	-5	11	-2	-13	1.9	10	-4
Cc1ccc(C)c(NC(=O)CC2Oc3ccccc3NC2=O)c1 (stereo unspecified)	-2	0	-3	6	1	-9	1	0.4	0	-2
CCOC(=O)N1CCN(C(=O)c2ccc3oc(CCc4ccccc4)nc3c2)CC1	-1	4	7	-2	-3	-6	-2	-1.1	-5	-1
COC(=O)c1[nH]c2ccc(F)cc2c1NS(=O)(=O)c1ccc(OC)cc1	-6	-5	-9	5	3	9	-3	-2.1	-2	0
CCOC(=O)C(NC(=O)Nc1ccccc1)(OCC)C(F)(F)F (stereo unspecified)	-2	5	-4	0	2	-1	-3	-0.2	1	0
O=C(c1nc2ccccn2c1CNCCCn1ncc2ccccc21)N1CCCC1	2	-1	1	2	-8	1	-3	0.2	-4	-1
O=C(Nc1ncc(Cl)cc1Cl)c1c(F)cccc1Cl	-6	0	-2	-4	2	6	2	-2.4	3	-1
CCC(C)NC(=O)COc1ccccc1[N+](=O)[O-] (stereo unspecified)	-3	-4	0	4	-2	-3	-2	-0.1	10	-1
Cc1nn(-c2ccccc2)c(C)c1NC(=O)COC(=O)c1ccc(Cl)c(N)c1	3	0	-1	6	-3	-12	3	-0.3	1	-2
CC12CC3CC(C)(C1)CC(C(=O)Nc1nn[nH]n1)(C3)C2	4	0	-1	6	2	0	-1	-1.8	-14	-2
C=CCOc1cccc(CNc2ccc3[nH]c(=O)[nH]c3c2)c1	4	-4	4	3	1	17	-3	-1.1	0	-1
N#Cc1cc2c([nH]c1=S)CCCCCC2	-6	5	-2	-1	6	-1	-3	2.1	8	-2
C[N+]1(CCNC(=O)/C=N/O)CCCCC1	-4	0	-2	-3	-3	-2	-1	3.3	15	0
CC(C)Cn1c2nc3ccccc3nc2c2c(=O)n(CCN3CCOCC3)cnc21	-2	8	1	1	-5	7	8	-0.2	4	0

Single records, from the list above.
O=C(Nc1cc([N+](=O)[O-])ccc1C(=O)NCCN1CCOCC1)c1ccccc1 reads ABHD4 inh: 13; GC-A act: -3; HTRA1 inh: 0; NR1D1 modulator: -2; rCAG RNA binder: 5; ARFGAP1 inh: 10; GC-B act: -3; PG9 Ab binder: -2.0; ASAP1 GAP inh: -5; SMARCA2 act: -1
O=C(Nc1ncc(Cl)cc1Cl)c1c(F)cccc1Cl reads ABHD4 inh: -6; GC-A act: 0; HTRA1 inh: -2; NR1D1 modulator: -4; rCAG RNA binder: 2; ARFGAP1 inh: 6; GC-B act: 2; PG9 Ab binder: -2.4; ASAP1 GAP inh: 3; SMARCA2 act: -1

Next section:
SMILES	ABHD4 inh	GC-A act	HTRA1 inh	NR1D1 modulator	rCAG RNA binder	ARFGAP1 inh	GC-B act	PG9 Ab binder	ASAP1 GAP inh	SMARCA2 act
Cc1ccc(-c2nnn(CC(=O)Nc3ccccc3N3CCOCC3)n2)cc1	-13	10	-4	0	-3	-2	0	-3.1	2	-4
O=C(CC1C(=O)NCCN1C(=O)Nc1ccccc1)Nc1cccc(Cl)c1 (stereo unspecified)	2	2	-6	4	4	7	-1	-1.0	1	-4
C=CCC1(C#N)C(=S)NC2=C(C(=O)CC(C)(C)C2)C1c1ccc(Br)cc1 (stereo unspecified)	-1	-4	0	2	5	11	-1	0.7	-1	-2
O=C(CNC(=O)c1cccs1)N/N=C/c1ccccc1[N+](=O)[O-]	-1	-2	1	2	2	9	0	0.9	3	0
COc1cc(CN2CCN(Cc3cn(C)c4ccccc34)CC2CCO)cc(OC)c1 (stereo unspecified)	1	-15	7	-4	-7	-11	-7	-1.0	-4	-2
COc1ccc(C(=O)C2CCCN(C(=O)c3cc(C4CC4)[nH]n3)C2)c(C)c1 (stereo unspecified)	-12	2	4	4	-1	8	-1	0.8	9	-4
Cc1cc(NC(=O)CSc2nc(=O)n(CCCN(C)C)c3c2CCCC3)no1	0	5	3	-1	-5	5	-2	-0.3	3	-3
CCNc1nc(NCC)nc(OCC(=O)O)n1	-5	2	-4	0	-1	-3	4	1.5	-6	-3
Cc1oc2c(O)c(O)ccc2c(=O)c1-c1ccc(Cl)cc1	41*	2	69*	0	12	0	-2	-2.6	5	3
Cc1[nH]c(=O)[nH]c(=O)c1S(=O)(=O)N1CCCCC1	0	3	1	3	3	1	3	-1.8	-17	-3
O=C1[C@H](Cc2ccccc2)NCC=CC[C@@H](c2ccc(Cl)cc2)N1Cc1ccccc1	9	-16	-27	-3	-3	-2	-25	-0.1	-5	0
O=C(NC1CCCC1)C(c1ccccc1F)N(C(=O)c1csnn1)C1CC1 (stereo unspecified)	3	-4	-1	-1	-3	0	-14	-2.0	-1	0
Cc1ccc(-n2c(SCc3nc4ccccc4[nH]3)nnc2-c2ccccn2)cc1	2	-1	·	6	4	·	-10	·	·	0
Cc1cc2nc(-c3ccco3)c(Cc3cccc(Cl)c3)n2c(C)c1Br	17	-6	·	-25	34	4	-2	0.9	10	-3
Cc1cc(C)cc(OCC(=O)N2Cc3ccccc3CC2C(=O)O)c1 (stereo unspecified)	-1	3	11	0	5	10	7	-1.3	2	-2
CCOC(=O)C1(Cc2cccc(Cl)c2)CCCN(C(=O)CCNC(C)=O)C1 (stereo unspecified)	-2	-1	-3	-8	-10	-6	1	-0.5	0	-2
CCCNC(=O)COC(=O)c1[nH]c(C)c(C(=O)OCC)c1C	-6	3	4	3	-2	8	-1	2.3	3	-1
COc1ccccc1NC(=O)CSc1nnc(CC(=O)Nc2ccccc2F)n1C	-2	4	2	0	7	12	-5	-0.6	8	1
CC(C)(C)c1ccc(OCCCCCCN2CCNCC2)cc1	12	4	12	3	4	-5	3	-0.9	-2	-8
CCc1cc2c(=O)nc3n(c2s1)Cc1ccccc1/C3=C(/O)c1ccccc1Cl	-1	-7	-13	3	4	-6	2	-1.1	2	2
Cc1ccccc1S(=O)(=O)NC1=NCCCCC1	2	1	5	7	0	6	1	-0.3	0	-1
CCOC(=O)c1ccc(N2C(=O)CC(N(C)Cc3ccccc3)C2=O)cc1 (stereo unspecified)	-1	3	-4	-1	-2	1	-3	-0.4	-5	0
Cc1oc(=O)c(NC(=O)c2ccccc2)cc1C(=O)c1ccccc1	0	0	-2	4	5	-1	2	-1.2	-1	7
COc1ccc(OC)c(C(O)c2coc3ccc(O)c(CN4CCOCC4)c23)c1 (stereo unspecified)	·	-1	0	-6	·	·	-6	·	·	·
CSCCC(NC(=O)c1cc(S(=O)(=O)N2CCOCC2)ccc1C)c1nc2ccccc2[nH]1 (stereo unspecified)	-3	-2	5	-3	5	2	1	1.8	8	-3
CCCN1CCN(CCCNC(=O)c2ccc(CS(=O)c3ccccc3C)o2)CC1 (stereo unspecified)	0	0	2	0	-1	5	1	-3.6	7	-2

No enrichment for hits; 4.4% or so of the library scored in one or more.
